# Tb PYK inh = qHTS of Trypanosoma Brucei Inhibitors; pyruvate kinase (Trypanosoma brucei), Q57TT1; TbPYK enzyme, Kinase-Glo Plus ATP luminescence, 45 min; Potency, µM (series often up to 76.8 µM), for the others: top-dose activity, negative = inhibition, hits mostly inhibitors; actives 0.12% (n = 410,000); AID 624173, 2012; active means well fitted inhibition curve with a large enough effect; inconclusive means small, poorly fitted or top-dose-only effect; further: nearly all actives have a fitted effect of over 50% in size
#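 Quantitative HTS: titrated library compounds versus trypanosomal pyruvate kinase in TEA buffer (pH 7.2) containing KCl, MgCl2, BSA and Tween-20. Reactions were initiated with ADP, 130 uM final. Kinase-Glo Plus luminescence was read after 45 min at RT.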
# * marks the source's active call; other numbers are inactive results; ? = inconclusive; [ ] = another dose, or the depositor's remark. On the % scale 0 is the no-effect control and ±100 the full control effect; potency means the concentration at half of the fitted maximal effect. An excerpt, so the mix of outcomes need not match the whole.
SMILES,Tb PYK inh
Cc1ccc(NC(=O)CN2Cc3ccccc3C2=O)c(C)c1,2.3%
O=c1[nH]c2ccc(NCc3ccccc3F)cc2[nH]1,-16.7%
O=C(NCc1ccc2c(c1)OCO2)c1ccc2c(c1)N(Cc1ccccc1)C(=O)c1ccccc1S2=O (stereo unspecified),8.7%
O=C(NCCn1cc(SCc2ccc(C(F)(F)F)cc2)c2ccccc21)c1ccccc1F,-1.8%
COc1cc(Cl)c(C)cc1NC(=O)c1ccc2c(Cl)c3c(nc2c1)CCC3,-3.2%
CCCCN(C)C(=O)c1ccc(Nc2nc(C(N)Cc3ccc(C(F)(F)F)cc3)cs2)nc1 (stereo unspecified),0.9%
CCOc1ccc(CCNC(=O)c2cccc(Nc3nc4ccccc4nc3-n3nc(C)cc3C)c2)cc1OCC,3.1%
COc1ccc(Cn2nnc(C(=O)Nc3cc(OC)ccc3OC)c2N)cc1,-9.6%
Cc1ccc(NC(=O)c2c(C)oc3ccc(O)c(CN4CCCCCC4)c23)c(C)c1,-1.7%
O=C(CSc1nc(=O)n(Cc2ccncc2)c2c1CCC2)Nc1cccc(F)c1,0.2%
C[C@H]1CN(c2ccc(Br)cc2)C(=O)[C@@H]1CC(=O)Nc1ccc(Br)cc1,4.3%
Cc1ccc(OCC(=O)NNC(=O)c2cc(S(=O)(=O)N(C)C)ccc2N2CCCC2)cc1,-3.3%
COc1ccc(C(O)c2nc(-c3ccc(C)c(C)c3)cs2)cc1 (stereo unspecified),8.0%
COc1ccc(C(=O)N2CCC3(CC2)CCN(c2ccncc2)CC3)cc1,-4.6%
COCCNC(=O)c1ccc2c(c1)N(Cc1c(F)cccc1Cl)C(=O)c1ccccc1S2,-1.2%

# An excerpt of these results, as labelled records:
> O=C(NCCn1cc(SCc2ccc(C(F)(F)F)cc2)c2ccccc21)c1ccccc1F
  Tb PYK inh = -1.8%

> COc1cc(Cl)c(C)cc1NC(=O)c1ccc2c(Cl)c3c(nc2c1)CCC3
  Tb PYK inh = -3.2%

> CCCCN(C)C(=O)c1ccc(Nc2nc(C(N)Cc3ccc(C(F)(F)F)cc3)cs2)nc1 (stereo unspecified)
  Tb PYK inh = 0.9%

> CCOc1ccc(CCNC(=O)c2cccc(Nc3nc4ccccc4nc3-n3nc(C)cc3C)c2)cc1OCC
  Tb PYK inh = 3.1%

# (further entries)
SMILES,Tb PYK inh
Cc1cc2c(cc1S(=O)(=O)Nc1cccc(Cl)c1C)n(C)c(=O)c(=O)n2C,-2.4%
Fc1cc(Br)ccc1Nc1c2c(nc3nc(-c4cccs4)nn13)CCCC2,9.7%
Cc1ccc(-n2nc(C)c3c(C)c(CCC(=O)NCc4ccc(Cl)cc4)c(C)nc32)cc1,1.2%
CCOCCc1nn2c(=O)cc(COC(=O)c3ccc4c(c3)OCO4)nc2s1,7.2%
COc1cccc(C(O)c2nc(-c3cccc(C(C)C)c3)cs2)c1 (stereo unspecified),0.2%
CCCNC(=O)c1cc(C2CCCCN2C(=O)CCc2ccccc2)on1 (stereo unspecified),0.4%
COc1ccc(CC(N)c2csc(Nc3ccc(C(=O)c4ccccc4)cc3)n2)cc1 (stereo unspecified),4.2%
Cc1c(C(=O)N(C)C)sc2c1c(=O)n(-c1ccc(Cl)c(Cl)c1)c(=O)n2CC(=O)N1CCCCC1C (stereo unspecified),-2.2%
CN(C)c1ccc(CNC(=O)c2cnc3sc(N4CCCCCC4)nn3c2=O)cc1,2.7%
COc1ccc(-c2cc(C(F)(F)F)n3nc(C(=O)O)c(Cl)c3n2)cc1OC,2.3%
OC(Cc1cccc(Br)c1)c1ncc(-c2ccccc2C(F)(F)F)[nH]1 (stereo unspecified),-1.5%
CCOC(=O)CSc1nc2ccc(NC(=O)c3ccccc3)cc2s1,?
CS(=O)(=O)Nc1cccc(NC(=O)c2ccc(-c3ccc(F)c(F)c3)c3ccoc23)c1,0.5%
Cc1cccc(NC(=O)CNC(=O)[C@H]2O[C@@H](n3ccc(=O)[nH]c3=O)[C@H](O)[C@@H]2O)c1C,3.1%
CCc1nc2ccc(C(=O)Nc3ccc4c(c3)OCC(=O)N4)cn2c1N(C)C(=O)Cc1ccccc1,9.4%

# Arranged by formula weight (lowest first): 3 of the compounds above
SMILES,Tb PYK inh
CCOC(=O)CSc1nc2ccc(NC(=O)c3ccccc3)cc2s1,?
COc1ccc(-c2cc(C(F)(F)F)n3nc(C(=O)O)c(Cl)c3n2)cc1OC,2.3%
COc1ccc(CC(N)c2csc(Nc3ccc(C(=O)c4ccccc4)cc3)n2)cc1 (stereo unspecified),4.2%

# Further entries follow:
SMILES,Tb PYK inh
CC(=O)c1ccc(NC(=O)c2nc(-c3ccccc3)n(-c3ccc(C)cc3)n2)cc1,3.9%
O=S(=O)(c1ccccc1)c1nc(-c2cccc(Cl)c2)oc1NCc1ccccc1,-0.3%
COc1ccc(Cl)cc1NC(=O)COc1cccc2c(=O)n(C)ccc12,-6.3%
Cc1cccc(N2CCN(Cc3nnc(-c4ccccc4C)o3)CC2C)c1 (stereo unspecified),-6.8%
Cc1ccc(-n2ncc(C(=O)NCc3cccs3)c2C2CCN(C(=O)OC(C)(C)C)CC2)c(C)c1,0.4%
COCCNC(=O)C1(C)CCCN(C(=O)c2cccnc2SC)C1 (stereo unspecified),-1.1%
CC(=O)NC(c1ccc(F)c(F)c1)c1nc(-c2ccccc2C)cs1 (stereo unspecified),5.2%
Cc1ccccc1C(=O)NC1CC2CCCC(C1)N2Cc1ccccc1Cl (stereo unspecified),-1.8%
C[C@@H]1COc2cc(N3CCN(C)CC3)ccc2S(=O)(=O)N1,-6.8%
COc1ccc(OC)c(CNC(=O)CN(c2ccc(C)cc2)S(=O)(=O)N(C)C)c1,5.4%
CC(C)(C)NC(=O)Cn1cc(S(=O)(=O)Cc2ccc(F)cc2)c2ccccc21,0.6%[15.4 µM]
Cc1ccc(C2=NN(CC(=O)NCCc3ccc(Cl)cc3)C(=O)CC2)cc1,-0.6%
Cc1ccc(Nc2nc(NCc3cccs3)nc3ccsc23)c(C)c1,-13.3%
COc1cccc(Nc2ncc3nc(-c4cc(F)cc(F)c4)c(=O)n(CCC#N)c3n2)c1,6.3%
Cc1cc(C)c2sc(N3CCN(C(=O)c4ccc(N(C)C)cc4)CC3)nc2c1,4.1%
O=C(c1cnn(-c2ccc(F)cc2)c1-n1cccc1)N1CCN(c2ccc(Cl)cc2)CC1,-0.1%
CNc1ccc2ncc(-c3ccccc3NC(C)=O)n2n1,0.0%
CCOC(=O)[C@]12CCCC=C1N(Cc1ccco1)C(=O)[C@H](CC(=O)NCc1cccc(C(F)(F)F)c1)C2,-0.9%
Cc1cccc(Nc2cc(=O)n(C)c(=O)n2C)c1,-0.8%
COc1ccccc1-c1ccc2c(c1)O[C@@H](CN(C)C(=O)Nc1cccc(F)c1)[C@H](C)CN([C@H](C)CO)S2(=O)=O,-3.5%
COc1ccc(C2C(=O)N(C3CCCCC3)CC(=O)N2CCc2ccc(C)cc2)cc1OC (stereo unspecified),-2.5%
CCS(=O)(=O)N1Cc2cc(C(=O)NCC3CC3)nc(-c3cccc(-c4cccnc4)c3)c2[C@@H]1CCO,-5.8%
Cc1cn2c(=O)c(S(=O)(=O)NC(C)c3ccccc3)c(C)nc2s1 (stereo unspecified),-1.1%
Cc1ccc(C(=O)N(Cc2ccc(N(C)C)cc2)CC2CCCO2)cc1 (stereo unspecified),-7.7%
Cc1ccc(NC(=O)C2CCCN(C(=O)c3cnn(-c4ccc(F)cc4)c3-n3cccc3)C2)c(Cl)c1 (stereo unspecified),5.3%
CCn1c(=O)c2sccc2n2c(CCC(=O)Nc3ccc(OC)cc3OC)nnc12,-2.1%
CN(C(=O)CSc1nc2ccc(NC(=O)COc3ccccc3Cl)cc2s1)c1ccccc1,-4.8%
O=C(Nc1ccc2oc(-c3cccnc3)nc2c1)c1ccc(-c2ccccc2OC(F)(F)F)o1,-1.6%
Cc1ccc2ccccc2c1C(O)c1ncc(-c2ccccc2Cl)[nH]1 (stereo unspecified),1.6%
COc1ccc(/C=C/c2nc(C#N)c(NCc3ccc(C)cc3)o2)cc1OC,0.0%
Cc1cn(C)c(CC(=O)N2CCN(c3cccc(C(F)(F)F)c3)CC2)c1C(=O)O,6.8%
CC(C)CNC(=O)C1(C)CCCN1Cc1ccccc1OC(F)F (stereo unspecified),4.2%
Cc1ccc2c(=O)c(C(=O)c3cccc(Cl)c3)cn(CC(=O)Nc3ccccc3C(F)(F)F)c2n1,-1.5%
CCCNC(=O)c1cc(C2CCCCN2C(=O)c2cc(C(C)(C)C)nn2C)on1 (stereo unspecified),4.4%
CC(=O)Nc1c(C)nn(-c2ccccc2)c1N1CCC(C(=O)Nc2ccc(C)cc2Cl)CC1,2.9%
CCN(CC)S(=O)(=O)c1nnc(NC(=O)COc2cccc(C)c2)s1,0.9%
Cc1oc(-c2ccc(Cl)cc2)nc1CN1CCCC(C(=O)NCCc2ccccc2)C1 (stereo unspecified),1.6%
Cc1ccc(-c2cc(C(F)(F)F)n3nc(C(=O)Nc4ccc(Cl)cc4Cl)cc3n2)cc1,2.4%
CC(C)CC1C(=O)N(Cc2cn(CC3CCCCC3)nn2)CCS(=O)(=O)N1Cc1ccc(-c2cccc(CO)c2)cc1 (stereo unspecified),-2.9%
CCCNC(=O)C1(C)CCCN(C(=O)c2ccc(OC)cc2OC)C1 (stereo unspecified),0.8%
COc1ccccc1S(=O)(=O)N(C)C[C@H]1OCc2cnnn2CCCC(=O)N([C@H](C)CO)C[C@H]1C,0.5%
CC(C)CN1Cc2ccccc2-n2nncc2C1,-9.0%
O=C(CC(c1cccs1)N1Cc2ccccc2C1=O)Nc1ccc(F)c(Cl)c1 (stereo unspecified),-2.3%
C#CCN(C[C@@H]1[C@@H](OC(=O)NC2CCCC2)[C@@H](OC(=O)NC2CCCC2)CN(C(=O)OC(C)C)N1C(=O)OC(C)C)S(=O)(=O)c1ccc(C)cc1,-3.4%
CC(C)Oc1ccc(CNC(=O)C2CCN(c3nc4ccccc4nc3C(F)(F)F)CC2)cc1,-7.2%
COc1ccc(CC(=O)NCCc2csc3nc(-c4ccccc4F)nn23)cc1,3.0%
O=C(c1ccc(F)cc1)N1CCc2c([nH]c3ccccc23)C1c1ccc(Cl)cc1 (stereo unspecified),-2.2%
CCOc1ccc(OCC)c(NC(=O)c2nnn(Cc3cc(Br)ccc3OC)c2N)c1,-0.3%
COc1ccccc1C(=O)NCC(=O)N(C)Cc1nc2ccccc2c(=O)[nH]1,-1.0%
O=C(Nc1ccc(C(=O)O)cc1)/C(=C\c1ccc([N+](=O)[O-])cc1)NC(=O)c1ccco1,-9.2%
COc1cc(CNCc2c(C(=O)O)c(C)n(Cc3cccc(Cl)c3)c2C)cc(OC)c1OC,-12.5%
COc1ncc2nc(-c3cc(F)cc(F)c3)c(=O)n(C[C@H]3CCCO3)c2n1,3.7%
O=C(CC[C@H]1O[C@@H](n2cnc3c(NC(=O)c4ccccc4)ncnc32)[C@H](O)[C@@H]1O)NCC1CCCCC1,0.3%
CCc1ccc(NC(=O)c2ccc(CN3CC(=O)N4CCCCC4C3=O)cc2)cc1 (stereo unspecified),-2.5%
CC(Oc1ccccc1)C(=O)Nc1cccc(-c2cn3cccnc3n2)c1 (stereo unspecified),-0.5%
Cc1cc(C)cc(OCC(=O)N(Cc2ccco2)Cc2ccccc2Cl)c1,-2.8%
COc1ccccc1Cc1c(-c2cccc(Br)c2)nc2ccc(Cl)cn12,-0.2%
O=C(Nc1c(C(=O)N2CCN(c3ccc(F)cc3)CC2)oc2ccccc12)c1ccco1,1.4%
CC1CCN(S(=O)(=O)c2ccc3c(c2)oc(=O)n3CC(=O)N2CCCCC2)CC1,-3.2%
COC(=O)[C@@]1(C(C)C)N=C(c2cc(OC)c(OC)c(OC)c2)[C@]2(O1)C(=O)N(Cc1ccc(OC)cc1)c1ccc(Br)cc12,4.1%
# (further entries)
SMILES,Tb PYK inh
CC(C)CC(N)c1csc(NC(=O)C(c2ccccc2)c2ccccc2)n1 (stereo unspecified),2.2%
CN1C(=O)c2ccccc2CC12c1ccccc1C(=O)N2C (stereo unspecified),-13.7%
COc1ccc(Cl)cc1NC(=O)c1nnn(Cc2cccc(C(F)(F)F)c2)c1N,0.9%
Cc1ccc(NC(=O)[C@@H]2O[C@H](CO)[C@@H](O)[C@H]2O)cc1C(F)(F)F,1.4%
Cc1cccc(CNC(=O)c2ccc3nc(Cc4ccccc4)oc3c2)c1,0.1%
O=C1NC[C@H](CCCCN2CCN(CC3CCCCC3)C(=O)C2=O)N(CCc2ccccc2)C1=O,3.2%
Cc1ccn2c(Nc3ccc(C(C)C)cc3)c(-c3ccsc3)nc2c1,4.3%
COc1ccccc1-c1cnc(C(O)c2ccccc2)[nH]1 (stereo unspecified),0.4%
O=C(C1CCC1)N1CCCc2cc(S(=O)(=O)N3CCN(c4cccc(Cl)c4)CC3)ccc21,0.0%
CC1(C(=O)NS(=O)(=O)c2ccccc2OC(F)(F)F)CCN1C(=O)Cc1ccccc1 (stereo unspecified),-2.5%
OCCNc1nc(Nc2ccccc2O)nc(N2CCCC2)n1,3.4%
Cc1ccc(-n2nc(CO)c(C(=O)NCc3ccccn3)n2)cc1,-5.6%
Cn1cc(-c2cc3n(n2)CCC(=O)N3CCCC(=O)NCc2ccc(F)cc2)c2ccccc21,0.7%
OCC1OC(n2cnc3c(N4CCCC4)ncnc32)C(O)C1O (stereo unspecified),-8.8%
Cc1ccc(N2CC(NC(=O)CCc3ccccc3)CC2=O)cc1 (stereo unspecified),4.6%
O=C1C=CC(n2cc(F)c(=O)[nH]c2=O)O1 (stereo unspecified),-0.3%

# Screening data deposited in PubChem BioAssay by National Center for Advancing Translational Sciences (NCATS).
